Source: PubChem (National Center for Advancing Translational Sciences (NCATS))
uPA surface inh = blocks generation of uPA at the cell surface; cell surface uPA generation assay, qHTS; Potency, µM (top dose mostly 38.3 µM), inactives show at the top dose activity change, negative = inhibition, hits mostly inhibitors; actives 0.31% (n = 330,000); AID 540303; active = well fitted inhibition curve with a large enough effect; inconclusive = small, poorly fitted or top-dose-only effect; inactive = no such curve, though single readings can be large or run the other way; tested in mouse RAW 264.7 cells; also: % is scaled to controls: 0 for no effect and ±100 for the full control effect; nearly all actives have a fitted effect of over 55% in size
ELG1 genotoxic = inducers of genotoxicity in HEK293T ELG1-luciferase cells | HEK293T ELG1-luciferase reporter, luminescence, 16 h | Potency, µM (series often up to 46 µM), without a hit: top-dose activity change, positive = activation, actives largely listed as activators | actives 1.3% (n = 330,000) | AID 504466; also: % of control where 0% means no effect; nearly all actives have a fitted effect of over 60% in size
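16 hr compound incubation (37 °C, 5% CO2) of HEK293T cells carrying luciferase-tagged ELG1; luciferase then measured by ONE-Glo luminescence after 30 min at RT.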
FLuc counter = counter-screen for miR-21 project: firefly luciferase inhibitors or activators; P08659; actives 6.9% (n = 360,000); purified FLuc, Km substrates, luminescence inhibition; Potency, µM (highest dose often 57.5 µM), for the others: at the top dose activity change, negative = inhibition, hits mostly inhibitors; AID 588342;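 also: plate controls were vehicle for no effect and reference inhibitor for full effect; nearly all actives have a fitted effect of over 55% in size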
Target sequence (P08659 whole entry, looked up): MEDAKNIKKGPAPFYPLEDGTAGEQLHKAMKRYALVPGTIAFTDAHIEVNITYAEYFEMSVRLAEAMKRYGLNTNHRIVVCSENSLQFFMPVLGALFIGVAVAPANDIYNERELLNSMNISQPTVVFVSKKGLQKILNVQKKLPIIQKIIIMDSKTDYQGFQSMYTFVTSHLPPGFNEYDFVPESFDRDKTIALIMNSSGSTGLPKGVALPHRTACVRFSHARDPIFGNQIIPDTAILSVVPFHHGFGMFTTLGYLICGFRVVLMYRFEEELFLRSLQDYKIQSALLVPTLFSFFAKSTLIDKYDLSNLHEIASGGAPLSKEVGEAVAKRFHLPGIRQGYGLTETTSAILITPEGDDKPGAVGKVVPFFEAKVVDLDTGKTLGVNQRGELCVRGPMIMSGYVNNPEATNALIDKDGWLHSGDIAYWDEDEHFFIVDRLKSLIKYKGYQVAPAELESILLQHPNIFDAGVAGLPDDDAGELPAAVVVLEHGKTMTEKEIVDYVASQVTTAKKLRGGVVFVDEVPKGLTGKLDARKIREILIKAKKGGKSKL
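Purified P. pyralis luciferase, 10 nM final, with Km-level 10 uM D-luciferin and 10 uM ATP in 50 mM Tris acetate pH 7.5, 10 mM Mg acetate, 0.01% Tween-20, 0.05% BSA; 6-point qHTS titration about 60 µM downward; luminescence read.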
MBNL1 CUG block = inhibitors of human MBNL1 binding to CUG repeat RNA; Q9NR56; TR-FRET MBNL1-His/biotin-(CUG)12 binding, 665/545 ratio; Potency, µM (titrated, usually from 57.5 µM), for the others: at the highest dose activity change, negative = inhibition, most hits filed as inhibitors; actives 0.036% (n = 280,000); active = well fitted inhibition curve with a large enough effect in the signal ratio, with a control signal flat, not every such curve was filed as active; inconclusive = small, poorly fitted or top-dose-only effect, or effect the other way, or a change in a side signal; inactive = no such curve, though single readings can be large or run the other way; the % refers to the signal ratio; also: % is scaled to controls: 0 for no effect and ±100 for the full control effect
Target sequence (Q9NR56 whole entry, looked up): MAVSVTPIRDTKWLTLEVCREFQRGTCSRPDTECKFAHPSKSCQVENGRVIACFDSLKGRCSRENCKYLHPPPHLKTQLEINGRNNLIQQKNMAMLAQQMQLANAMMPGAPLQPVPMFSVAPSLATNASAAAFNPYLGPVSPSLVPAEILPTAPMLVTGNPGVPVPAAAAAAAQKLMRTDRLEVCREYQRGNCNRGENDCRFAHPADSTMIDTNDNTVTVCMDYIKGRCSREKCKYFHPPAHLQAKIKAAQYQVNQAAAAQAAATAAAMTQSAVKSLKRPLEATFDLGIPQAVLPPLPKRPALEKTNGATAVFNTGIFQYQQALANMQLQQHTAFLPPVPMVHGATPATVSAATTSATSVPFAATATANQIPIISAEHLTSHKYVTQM
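TR-FRET between His-tagged MBNL1 and biotin-(CUG)12 RNA, detected with Tb anti-His antibody (0.055 ng/ul) and streptavidin-XL665 (5 nM), 60 min at room temperature. Compounds titrated 92 nM to 58 uM; 665/545 nm ratio normalized to buffer and complex controls.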
NPC1 promoter act = NPC1 promoter activation; Huh7 NPC1 promoter luciferase reporter, 24 h; Potency, µM (highest dose often 9.22 µM), for inactives: top-dose activation, most hits filed as activators; actives 2.4% (n = 320,000); AID 485313;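 also: % of control where 0% means no effect; nearly all actives have a fitted effect of over 60% in size; reporter is driven by a mutant NPC1 promoter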
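Quantitative HTS used a cell-based reporter: Huh7 cells stably bearing the NPC1 promoter upstream of luciferase were treated with compounds for 24 h, and promoter activation was read as luminescence.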
Rab9 promoter act = Rab9 promoter activation. Huh7 Rab9 promoter-luciferase reporter, luminescence, 24 h. Potency, µM (series often up to 9.22 µM), for inactives: top-dose activation, negative = inhibition, most hits filed as activators. actives 2.8% (n = 320,000); also: % of control where 0% means no effect; nearly all actives have a fitted effect of over 60% in size
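Luminescence read-out: Huh7 cells stably expressing Rab9-luciferase, treated 24 h with compound at 37 °C, then lysed with luciferase reagent for 10 min at ambient before reading.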
VP16 counter = Gal4-VP16 reporter inhibition counter-screen. AID 2546. actives 3.5% (n = 310,000). Drosophila S2 Gal4-VP16 UAS-luciferase, luminescence, 20 h. Potency, µM (highest dose often 53.6 µM), for inactives: top-dose activity, negative = inhibition, actives largely listed as inhibitors;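 also: Gal4-VP16 expression switched on by copper sulfate through the metallothionein promoter; % is scaled to controls: 0 for no effect and ±100 for the full control effect; nearly all actives have a fitted effect of over 50% in size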
RORgamma inh = ROR gamma (mouse) transcription inhibition. Potency, µM (highest dose often 53.6 µM), for inactives: top-dose activity change, negative = inhibition, usual class: inhibitors. Drosophila S2 Gal4-RORgamma UAS-luciferase reporter, 20 h. actives 5.4% (n = 310,000); also: % is scaled to controls: 0 for no effect and ±100 for the full control effect; nearly all actives have a fitted effect of over 60% in size
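ROR gamma transcriptional activity was tracked as Gal4-UAS luciferase output in stably transfected Drosophila Schneider cells, with compound added 1 hr before 700 uM copper sulfate induction and a 20 hr ambient-temperature incubation.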
p53 reactivation = restores transcriptional activity of mutant p53; H1299 p53-A138V BP100-luciferase reporter, luminescence, 24 h; Potency, µM (doses to about 92.2 µM), inactives show at the highest dose activity change, positive = activation, actives largely listed as activators; actives 0.063% (n = 320,000); also: % of control where 0% means no effect; nearly all actives have a fitted effect of over 45% in size
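H1299 (p53-null), stable ts p53-A138V + BP100-Luc; 1000 cells/well, Opti-MEM/10% FBS; cpd 4 pt, 1:5; 24 h, 37 deg C, 5% CO2; detection reagent 10 min RT; luminescence.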
BRCA1 expr up = increases BRCA1 expression. MCF7-BRCA1-FFLuc reporter, luminescence, 48 h; response scale: scaled: vehicle 0%, 10 µM genistein 100%. Potency, µM (doses to about 46.1 µM), without a hit: top-dose activation, usual class: activators. actives 1.1% (n = 380,000); also: nearly all actives have a fitted effect of over 80% in size; some results filed as inactive show a strong effect at the top dose
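48 h compound treatment of MCF7-BRCA1-FFLuc cells (phenol-red free MEM, 37 °C), then 15 min with luciferase substrate and luminescence imaging.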
An asterisk follows results filed as active; u = inconclusive; x = no result given; & = joins results of further samples; [ ] = another dose, or the depositor's remark. Unless noted, calls follow the shape of the dose curve; as a rule, active = well fitted curve in the direction sought with a large enough effect; inconclusive = small, poorly fitted or top-dose-only effect, or another doubt; inactive = no such curve, though single readings can be large; an effect the other way counts as inactive or inconclusive. Potency is read from the fitted curve at half-maximal effect.

SMILES | uPA surface inh | ELG1 genotoxic | FLuc counter | MBNL1 CUG block | NPC1 promoter act | Rab9 promoter act | VP16 counter | RORgamma inh | p53 reactivation | BRCA1 expr up
Cc1cc(NC(=O)C2C3C(=O)N(Cc4ccc(Cl)cc4)C(C(=O)NC(C)(C)C)C34C=CC2(C)O4)no1 (stereo not drawn) | 0% | 1% | 5% | -20% | -1% | -4% | -1% | 36% | 21% | -10%
c1ccc2nc3c(cc2c1)CCCCC3 | 1% | 0% | u | 5% | 3% | 0% | -1% | 44% | 7% | 45%
Cc1ccc(CCNC(=O)C2CCC(=O)N2C(C)C)cc1 (stereo not drawn) | 6% | 2% | 1% | -3% | -2% | -4% | 1% | -7% | -3% | -11%
COc1ccc([C@H]2CC(=O)C=C(/C=C/c3ccc(C(F)(F)F)cc3)C2)cc1 | 2% | 6% | -11% | x | -2% | -6% | x | x | 40% | -7%
CC1CC(=O)NN=C1c1ccc(N)c([N+](=O)[O-])c1 (stereo not drawn) | -5% | 13% | 0% | u | -2% | -3% | -5% | -4% | -9% | 10%
COc1ccc(S(=O)(=O)N2CCCCC2)cc1NC(=O)c1cccs1 | -11% | 11% | 0% | -6% | 8% | 5% | 2% | 6% | 2% | -1%
Cc1ccc(Cl)c(OCC(=O)Nc2cc(S(=O)(=O)N3CCOCC3)ccc2N2CCCC2)c1 | -2% | -16% | 1% | 6% | -3% | -1% | -9% | 11% | -6% | -22%
CCn1cc(/C=C(\NC(=O)c2ccccc2OC)C(=O)NCCCn2ccnc2)c2ccccc21 | -3% | -3% | -2% | u | 0% | 6% | 0% | 2% | -7% | -29%
CCNC(=S)N/N=C(\C)c1cc2ccccc2o1 | 9% | -2% | -11% | u | 13% | 10% | 7.9µM* | 3.5µM* | 27% | 27%
COc1ccc(CCNC(=O)CSc2nnc(-c3ccc(F)cc3)c3ccccc23)cc1OC | -5% | -4% | 3% | x | 1% | 1% | -1% | 15% | -7% | 5%
COc1ccc(C)cc1S(=O)(=O)N(C)CC(=O)NC1CCCCCC1 | 5% | -4% | 0% | 0% | -1% | -7% | -15% | 1% | -1% | 52%
CCN(CC)C(=O)c1ncn(C)c1C(=O)N(CC)CC | -2% | 5% | x | x | x | x | x | x | -1% | 8%
O=C(CSc1nnc(N2CCCC2)n1-c1ccccc1Cl)N1CCN(c2ccccn2)CC1 | 0% | -2% | 5% | x | 1% | -8% | x | x | x | -7%
CCC(C)NC(=O)C1(O)c2ccccc2NC(=O)N1c1ccc(C)c(C)c1 (stereo not drawn) | 0% | -2% | -2% | -6% | -4% | -3% | -4% | 2% | -2% | 2%
CCCC(=O)c1cc(-c2nc3ccccc3n2C)n(C)c1 | -3% | 0% | -2% | -4% | 1% | 0% | -2% | u | -13% | 0%
CC(C)NS(=O)(=O)c1ccc(CCC(=O)Nc2ccc3c(c2)OCCO3)cc1 | 3% | 0% | -13% | -16% | -2% | 1% | 14% | 34% | 4% | -9%
CN(C)CCN(C(=O)c1ccc2c(c1)OCCO2)c1nc2c(Cl)cccc2s1 | 5% | -4% | -14% | -25% | 1% | 1% | -6% | 5% | -9% | -24%
COc1ccccc1NS(=O)(=O)c1cccc(C(=O)N/N=C/c2ccc(C)o2)c1 | -3% | 0% | -12% | u | -2% | 0% | 14µM* | 11µM* | -5% | 8%
O=C(OCCN1C(=O)c2ccccc2C1=O)c1cc(S(=O)(=O)N2CCOCC2)ccc1Cl | -3% | -2% | 4% | 12% | 0% | 16% | 17% | -9% | 10% | 1%
CC(C)(C)c1ccc(S(=O)(=O)NCc2ccccn2)cc1 | 3% | 0% | -12% | -1% | 1% | 2% | u | -142% | x | 32%
C=CCn1c(=O)c2ccccc2n2c(SCC(=O)Nc3cc(C)on3)nnc12 | -2% | 5% | 3% | 9% | 1% | 3% | 10% | 1% | -5% | -1%
CC(C)OCCCNC(=O)CN1C(=O)CSc2ccc(S(=O)(=O)N3CCCCC3)cc21 | 5% | 0%[9.26 µM] | 1%&-1% | -2% | -1% | 6% | 0% | -2% | -11% | 0%&0%
COc1ccc(OC)c(NC2=C(Cl)C(=O)N(Cc3ccccc3)C2=O)c1 | -6% | -29% | 2% | 12% | -4% | -3% | -7%[10 µM] | 44% | -5% | -24%
COc1ccc2c(c1)[C@H]1[C@H](CO2)[C@H](c2ccccc2)[C@]2(C)C(=O)N(Cc3ccc(C)cc3)CC(=O)N12 | 0% | -10% | x | x | x | x | x | x | -3% | -55%
Cc1cccc2nc(CSc3ccc(Cl)cc3)cn12 | 3% | u | 9.5µM* | -8% | 3.2µM* | 2.2µM* | u | 7.9µM* | 7% | 4.5µM*
CC(C)(C)N1CC(C(=O)Nc2ccc(S(=O)(=O)N3CCCCC3)cc2)CC1=O (stereo not drawn) | 0% | 0% | 1% | x | -1% | -6% | x | x | 9% | 6%
COc1ccc(-c2nnc3ccc(SCC(N)=O)nn23)cc1OC | x | 0% | 0% | 12% | -2% | 8% | -4% | -10% | 0% | -6%
NC(=O)c1ccccc1NC(=O)CSc1nc2ccccc2c(=O)[nH]1 | -9% | -4% | 1% | 2% | 0% | 7% | 4% | -21% | -7% | -50%
CC(C)(C)c1ccc(-c2nn(CCC#N)cc2/C=N/O)cc1 | 3% | 9% | -3% | -3% | -1% | -4% | -16% | 35% | -3% | 0%
CC(=O)Nc1ccc(CN2CCC(CO)(CCOc3ccccc3)CC2)cc1 | -2% | 9% | 0% | -19% | 0% | 3% | -11% | 13% | -3% | 7%
Cc1ccc(CS(=O)Cc2ccc(C(=O)NCc3ccccc3Cl)o2)cc1 (stereo not drawn) | -9% | -3% | 2%&3% | 4% | 0% | 0% | 7% | 5% | -4% | -2%
OCCC1CN(Cc2nc3ccc(F)cc3[nH]2)CCN1C1CCCC1 (stereo not drawn) | -6% | 0% | 4% | -2% | -1% | 1% | -18% | -12% | -1% | -43%
Cc1cccc(Oc2ccc(Cl)cc2N)c1 | 4% | 2% | 17µM* | -2% | 14% | 23% | u | 43% | u | 54%
COCCSc1nc(N)c2c3c(sc2n1)CN(C)CC3 | -4% | 8% | -20% | x | 0% | 1% | 7% | 21% | 2% | 3%
COc1ccc(Nc2ncnc3c2c(C)c(C)n3CCCN(C)C)cc1 | -7% | u | u | -8% | 3% | 22% | 4% | 19% | 11% | 71%
CCOc1ccc(-c2noc(CCCC(=O)NCC3CCCO3)n2)cc1OC (stereo not drawn) | -2% | -2% | 0% | 1% | -2% | 1% | -18% | 12% | -4% | -12%
CNS(=O)(=O)c1cccc(C(=O)OCC(=O)NCCCc2ccccc2)c1 | -29% | 2% | 0% | -14% | 3% | -3% | 3% | -9% | 9% | -1%
Cc1cc(S(=O)(=O)Nc2cccnc2)c(Cl)cc1Cl | 0% | -2% | 0% | -2% | -2% | 1% | -5% | 0% | x | 2%
CC(C)(C)c1ccc(S(=O)(=O)NCC2CCCO2)cc1 (stereo not drawn) | 14% | -6% | 0% | 4% | 6% | 4% | 7% | 2% | x | -17%
COc1cccc(CC(CC(=O)O)C(=O)Nc2cc(C)ccc2C)c1 (stereo not drawn) | 8% | 3% | -2% | 3% | -3% | 0% | 4% | 18% | x | -13%
OCCN1CCN(CC(O)C(F)(F)F)CC1 (stereo not drawn) | -50% | 1% | 2% | -5% | -2% | 1% | 5% | 4% | -4% | -12%
COc1ccccc1-c1nnc(SC2CCc3ccccc3NC2=O)s1 (stereo not drawn) | x | -6% | -3% | 20% | 4% | 10% | -9% | u | 4% | -54%
O=C(CN(CCc1ccccc1)S(=O)(=O)c1ccc(Cl)cc1)N/N=C/c1ccccc1C(=O)O | 10% | -2% | -15% | -5% | -5% | -2% | -2% | 4% | 3% | 2%
C/C(=N/NC(=O)c1ccncc1)c1c[nH]c2ccccc12 | 6% | 3% | -7% | -13% | -2% | 2% | -6% | 18% | 7% | 0%
O=C(COC(=O)c1ccc2c(c1)S(=O)(=O)N=C1CCCCCN12)NCCc1ccc(F)cc1 | 14% | 0% | -4% | -4% | -2% | 0% | 2% | 5% | 5% | -8%
CCOc1ccc(C(=O)NCC(=O)OCC(=O)N2CCCC2)cc1 | 12% | 2% | -10% | -1% | -1% | -2% | 5% | 5% | -1% | 11%
CCCC(=O)Nc1ccccc1NC(=O)c1ccc(OCC)cc1 | 12% | -3% | 1% | -6% | -7% | 1% | -2% | 15% | -1% | 2%
CCN(CC)c1ccc(/C=N/N2CCN(Cc3ccc(Cl)cc3)CC2)c(O)c1 | 6% | -6% | 4% | -2% | -2% | -10% | 5% | 2% | -2% | 4%
O=C(NCCOc1ccc(F)cc1)c1ccccc1SCc1ccccc1 | -2% | -6% | -1% | 2% | -7% | -2% | u | 39% | -7% | -63%

Among those listed so far, 2 have a CF3 group.
SMILES | uPA surface inh | ELG1 genotoxic | FLuc counter | MBNL1 CUG block | NPC1 promoter act | Rab9 promoter act | VP16 counter | RORgamma inh | p53 reactivation | BRCA1 expr up
COc1ccc([C@H]2CC(=O)C=C(/C=C/c3ccc(C(F)(F)F)cc3)C2)cc1 | 2% | 6% | -11% | x | -2% | -6% | x | x | 40% | -7%
OCCN1CCN(CC(O)C(F)(F)F)CC1 (stereo not drawn) | -50% | 1% | 2% | -5% | -2% | 1% | 5% | 4% | -4% | -12%
